Screens from PubChem.
Mtb BioA inh: inhibitors of Mycobacterium tuberculosis BioA enzyme; purified M. tuberculosis BioA enzyme, plate reader; actives 0.096% (n = 360,000); inhibition, % at 9.99 µM; in the data active means inhibition above about 40%; inconclusive means no clear call, values can overlap the other calls
FBA Mtb inh: inhibits M. tuberculosis FBA enzyme | P9WQA3 | purified M. tuberculosis FBA, fluorescence read-out | inhibition, % at 1 µM | actives 2.3% (n = 360,000); in the data active means inhibition above about 27%;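 further: 0% = vehicle and 100% = reference inhibitor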
BoNT F protease: BoNT F light chain protease inhibition; Multiplex microsphere protease cleavage assay, flow cytometry; inhibition, % at 10 µM; actives 0.22% (n = 360,000); AID 588497; in the data active means inhibition above about 35%, passing the limit was not always enough; inconclusive means no clear call, values can overlap the other calls; further: plate controls were buffer without enzyme for full effect and enzyme alone for no effect
FadD28 binding: blocks FadD28 binding to the bisubstrate probe | actives 0.22% (n = 360,000) | inhibition, % at 12.5 µM | AID 588549 | fluorescence polarization; in the data active means inhibition above about 8.5%, passing the limit was not always enough; inconclusive means no clear call, values can overlap the other calls
Rv3671c protease: inhibitors of M. tuberculosis serine protease Rv3671c | actives 0.048% (n = 320,000) | P9WHR9 | inhibition, % at 5.96 µM; in the data active means inhibition above about 38%;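 further: extracellular domain of Rv3671c used as enzyme; 0% = enzyme with DMSO and 100% = no enzyme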
Target sequence (P9WHR9 whole entry, looked up, the tested form may be a part): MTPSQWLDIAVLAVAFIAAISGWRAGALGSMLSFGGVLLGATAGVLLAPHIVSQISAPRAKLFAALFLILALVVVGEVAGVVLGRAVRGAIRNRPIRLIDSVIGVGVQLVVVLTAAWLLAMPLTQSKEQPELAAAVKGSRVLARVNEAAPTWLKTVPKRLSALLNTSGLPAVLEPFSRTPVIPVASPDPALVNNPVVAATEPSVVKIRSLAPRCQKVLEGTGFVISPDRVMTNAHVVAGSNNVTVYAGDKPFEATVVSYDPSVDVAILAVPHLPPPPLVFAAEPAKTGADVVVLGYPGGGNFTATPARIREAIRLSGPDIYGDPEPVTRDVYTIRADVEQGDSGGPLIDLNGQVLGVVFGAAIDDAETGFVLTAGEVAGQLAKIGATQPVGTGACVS
PrPC surface inh: inhibitors of human cell surface prion protein PrPC; actives 0.43% (n = 370,000); P04156; inhibition, % at 13.8 µM; TR-FRET read-out; AID 720596; in the data active means inhibition above about 24%; further: 0% = median of the test wells and 100% = reference compound wells
GDH-TPI counter: GDH-TPI coupled enzyme inhibition counter-screen. GDH-TPI coupled enzyme counterscreen, NADH absorbance. inhibition, % at 4.8 µM. actives 1.2% (n = 360,000). AID 588335; in the data active means inhibition above about 30%;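 further: 0% = DMSO wells and 100% = wells lacking the enzyme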
Mtb UGM inh: inhibitors of M. tuberculosis UDP-galactopyranose mutase. purified UGM, fluorescence polarization probe displacement. inhibition, % at 10 µM. actives 0.06% (n = 320,000); in the data active means inhibition above about 10%, passing the limit was not always enough; inconclusive means no clear call, values can overlap the other calls
MazF activator: MazEF (E. coli) toxin RNase activation | FAM/BHQ RNA-DNA oligo cleavage fluorescence, 5 h | activation, % at 20 µM | actives 0.32% (n = 350,000); in the data active means activation above about 50%
Target sequence (P0AE70 whole entry, looked up): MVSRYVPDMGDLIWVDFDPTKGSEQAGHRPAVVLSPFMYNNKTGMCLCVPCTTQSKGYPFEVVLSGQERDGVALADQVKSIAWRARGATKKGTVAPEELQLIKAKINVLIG
* hit, by the source's call; ? = inconclusive; nt = not tested or not shown; & = joins results of further samples.

(1) CCCCc1c(O)n2c(nc3ccccc32)[nH]c1=O
(2) CCOc1ccc(NS(=O)(=O)c2c(C)nc3sccn3c2=O)cc1
(3) Cc1cc(-n2c(SCC(=O)Nc3ccc(F)c(F)c3)nc3n[nH]c(C)c3c2=N)ccc1Cl
(4) COc1cc(NC(=O)C2CCCN2S(=O)(=O)c2cccc3cccnc23)cc(OC)c1OC (stereo unspecified)
(5) CCOC(=O)C1(P(=O)(c2ccccc2)c2ccccc2)CCC1
(6) CCN(CC(=O)Nc1c(F)cccc1F)C(=O)C1CCCN(C(=O)c2ccc(Cl)cc2)C1 (stereo unspecified)
(7) COCCNC(=O)CN(Cc1cccs1)C(=O)CCC(=O)Nc1nccs1
(8) Cc1cc(C)n(-c2ccc(C(=O)N3CCN(S(=O)(=O)c4ccc(Br)cc4Cl)CC3)cc2)n1
(9) COc1ccccc1N(CC(=O)Nc1ccc(Cc2ccncc2)cc1)S(=O)(=O)c1ccccc1
(10) O=S(=O)(Nc1nc(-c2sccc2Cl)cs1)c1cc(Cl)ccc1Cl
assay / entry,1,2,3,4,5,6,7,8,9,10
Mtb BioA inh,0.0,2.6,-2.1,0.1,2.2,0.4,-2.0,0.9,1.7,15
FBA Mtb inh,-12,5,6,4,1,-2,1,-2,2,-8
BoNT F protease,6,-16,-7,5,-9,10,1,5,10,1
FadD28 binding,-2.8,-0.2,-3.8,0.2,-0.8,1.4,-1.6,0.1,-2.4,24*
Rv3671c protease,2,-1,-41,-4,-11,-2,-4,nt,-3,-8
PrPC surface inh,3,-2,-5,1,-6,3,-1,2,13,nt
GDH-TPI counter,0,5,16,-1,-2,6,-3,9,-2,15
Mtb UGM inh,1.6,-1.8,-0.2,3.7,-0.9,2.4,1.2,nt,1.7,-0.1
MazF activator,3,2,-47,2,1,-5,-1,-1,-10,-1

Profiles, quoted from the list. Screens in order: Mtb BioA inh | FBA Mtb inh | BoNT F protease | FadD28 binding | Rv3671c protease | PrPC surface inh | GDH-TPI counter | Mtb UGM inh | MazF activator
`COc1ccccc1N(CC(=O)Nc1ccc(Cc2ccncc2)cc1)S(=O)(=O)c1ccccc1` is listed with 1.7 | 2 | 10 | -2.4 | -3 | 13 | -2 | 1.7 | -10
`O=S(=O)(Nc1nc(-c2sccc2Cl)cs1)c1cc(Cl)ccc1Cl` is listed with 15 | -8 | 1 | 24* | -8 | nt | 15 | -0.1 | -1
`CCN(CC(=O)Nc1c(F)cccc1F)C(=O)C1CCCN(C(=O)c2ccc(Cl)cc2)C1` (stereo unspecified) is listed with 0.4 | -2 | 10 | 1.4 | -2 | 3 | 6 | 2.4 | -5
`Cc1cc(C)n(-c2ccc(C(=O)N3CCN(S(=O)(=O)c4ccc(Br)cc4Cl)CC3)cc2)n1` is listed with 0.9 | -2 | 5 | 0.1 | nt | 2 | 9 | nt | -1
`Cc1cc(-n2c(SCC(=O)Nc3ccc(F)c(F)c3)nc3n[nH]c(C)c3c2=N)ccc1Cl` is listed with -2.1 | 6 | -7 | -3.8 | -41 | -5 | 16 | -0.2 | -47

The main list resumes; the 2 compounds before the break are reprinted first.
(9) COc1ccccc1N(CC(=O)Nc1ccc(Cc2ccncc2)cc1)S(=O)(=O)c1ccccc1
(10) O=S(=O)(Nc1nc(-c2sccc2Cl)cs1)c1cc(Cl)ccc1Cl
(11) Cc1ccc(S(=O)(=O)N(C)C[C@H]2OCCCC[C@@H](C)Oc3ccc(NC(=O)Cc4ccccc4)cc3C(=O)N([C@H](C)CO)C[C@@H]2C)cc1
(12) C(=N\N(Cc1ccccc1)c1ccccc1)/c1ccco1
(13) CC(=O)NCc1cc(-c2nn(C)c(=O)c3ccccc23)ccc1C
(14) O=C(Nc1cccc(C(F)(F)F)c1)OCc1ccncc1
(15) CCOCCCNC(=O)c1c[nH]c2ccc(OCC)cc2c1=O
(16) CS(=O)(=O)c1ccc(C(=O)NC(Cc2ccccc2)c2ccccc2)cc1 (stereo unspecified)
(17) CCC(=O)Nc1ccc(C=C(C(C)=O)C(C)=O)cc1
(18) O=S(=O)(c1ccc(Cl)cc1)N1CCCC1c1nc(-c2ccc(Cl)cc2)no1 (stereo unspecified)
(19) Cc1cc(C(=O)N/N=C/c2cc([N+](=O)[O-])cc(C)c2O)n[nH]1
(20) O=S1(=O)CCN2N=C(C3CC3)SC2=N1
assay / entry,9,10,11,12,13,14,15,16,17,18,19,20
Mtb BioA inh,1.7,15,-2.7&-0.5,-1.1,nt,-0.2,-0.4,0.3,0.6,-1.8,nt,-3.6
FBA Mtb inh,2,-8,2,-1,-1,-6,3,-1,0,0,-8,-3
BoNT F protease,10,1,-6,2,2,?,-7,13,?,-7,-9,-1
FadD28 binding,-2.4,24*,-12,-3.5,-3.8,-4.4,-1.3,-0.5,-2.9,-2.8,1.6,0.2
Rv3671c protease,-3,-8,nt,-8,-8,-6,7,-10,2,-15,nt,3
PrPC surface inh,13,nt,-6,-7,-6,-1,2,9,8,10,-3,2
GDH-TPI counter,-2,15,4,9,3,-7,1,-5,24,-10,20,1
Mtb UGM inh,1.7,-0.1,nt,-0.4,0.5,1.4,0.3,-2.6,1.3,1.8,nt,-0.9
MazF activator,-10,-1,-17,-4,7,-3,-9,-12,-6,-4,-8,-10

Some values from the list:
In BoNT F protease, CS(=O)(=O)c1ccc(C(=O)NC(Cc2ccccc2)c2ccccc2)cc1 (stereo unspecified) has 13
In Mtb BioA inh, O=S1(=O)CCN2N=C(C3CC3)SC2=N1 has -3.6
In FBA Mtb inh, Cc1cc(C(=O)N/N=C/c2cc([N+](=O)[O-])cc(C)c2O)n[nH]1 has -8

Following part:
(21) CCOc1ccc(OCC)c(S(=O)(=O)N2CCCCC2)c1
(22) Cn1c(-c2ccc(F)cc2)cnc1NCc1ccc(F)cc1
(23) COc1ccc(/C=C2\N=C(SC)N(c3ccccc3OC)C2=O)cc1
(24) CN1C[C@@H]2[C@@H]3C(=O)N(Cc4ccccc4)C(=O)[C@@H]3[C@](C)(C1=O)N2C(=O)c1ccc(F)cc1
(25) CC(=O)Nc1ccc(N=Nc2ccccc2)cc1
(26) O=C(Nc1ccccc1Cl)Nc1ccccc1Cl
(27) O=c1[nH]c(SCc2cccc(Cl)c2)nc2ccccc12
(28) COc1cc(NC(=O)c2ccc(F)cc2)ccc1NC(=O)c1cc2ccccc2o1
assay / entry,21,22,23,24,25,26,27,28
Mtb BioA inh,-0.3,4.2,-1.2,0.4,nt,-2.6,nt,-0.5
FBA Mtb inh,2,-1,1,3,-4,2,8,2
BoNT F protease,-1,-3,-3,4,-8,-1,1,nt
FadD28 binding,-1.5,-2.8,-2.4,-2.5,0.6,-3.4,-1.2,-0.3
Rv3671c protease,0,4,5,nt,4,-9,-6,-6
PrPC surface inh,8,0,-1,-3,-15,4,2,-9
GDH-TPI counter,5,-1,11,4,36*,11,12,5
Mtb UGM inh,-0.2,-1.1,0.4,nt,-1.8,-1.7,3.5,-2.8
MazF activator,-2,3,-20,5,4,9,8,-23
